Source: PubChem
FEN1 inh = inhibitors of human flap endonuclease 1. AID 588795. Potency, µM (titrated, usually from 114 µM), for the others: top-dose activity change, negative = inhibition, usual class: inhibitors. P39748. 390,000 compounds, 0.35% hits. Recombinant FEN1 flap cleavage, fluorescence, 15 min; further: nearly all actives have a fitted effect of over 65% in size
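FEN1 at 10 nM, compound pretreatment for 15 min (room temperature), 50 nM final substrate to initiate; endpoint reads at 0 and 15 min; DMSO-only plates used as vehicle background.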
N370S GC = inhibits or activates N370S mutant glucocerebrosidase. AID 2101. 330,000 compounds, 0.092% hits. Potency, µM (series often up to 59.4 µM), without a hit: at the highest dose activity change, negative = inhibition, usual class: inhibitors. N370S GC spleen homogenate, 4MU-glucoside fluorescence. P04062;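 further: 0% = full enzyme activity and -100% = no enzyme basal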
GCN5L2 inh = inhibitors of human GCN5L2 histone acetyltransferase; Q92830; GCN5L2 HAT assay, ThioGlo1 CoA-SH fluorescence; Potency, µM (top dose mostly 58.9 µM), for inactives: at the top dose activity change, negative = inhibition, usual class: inhibitors; 390,000 compounds, 0.21% hits
Target sequence (Q92830 whole entry, looked up): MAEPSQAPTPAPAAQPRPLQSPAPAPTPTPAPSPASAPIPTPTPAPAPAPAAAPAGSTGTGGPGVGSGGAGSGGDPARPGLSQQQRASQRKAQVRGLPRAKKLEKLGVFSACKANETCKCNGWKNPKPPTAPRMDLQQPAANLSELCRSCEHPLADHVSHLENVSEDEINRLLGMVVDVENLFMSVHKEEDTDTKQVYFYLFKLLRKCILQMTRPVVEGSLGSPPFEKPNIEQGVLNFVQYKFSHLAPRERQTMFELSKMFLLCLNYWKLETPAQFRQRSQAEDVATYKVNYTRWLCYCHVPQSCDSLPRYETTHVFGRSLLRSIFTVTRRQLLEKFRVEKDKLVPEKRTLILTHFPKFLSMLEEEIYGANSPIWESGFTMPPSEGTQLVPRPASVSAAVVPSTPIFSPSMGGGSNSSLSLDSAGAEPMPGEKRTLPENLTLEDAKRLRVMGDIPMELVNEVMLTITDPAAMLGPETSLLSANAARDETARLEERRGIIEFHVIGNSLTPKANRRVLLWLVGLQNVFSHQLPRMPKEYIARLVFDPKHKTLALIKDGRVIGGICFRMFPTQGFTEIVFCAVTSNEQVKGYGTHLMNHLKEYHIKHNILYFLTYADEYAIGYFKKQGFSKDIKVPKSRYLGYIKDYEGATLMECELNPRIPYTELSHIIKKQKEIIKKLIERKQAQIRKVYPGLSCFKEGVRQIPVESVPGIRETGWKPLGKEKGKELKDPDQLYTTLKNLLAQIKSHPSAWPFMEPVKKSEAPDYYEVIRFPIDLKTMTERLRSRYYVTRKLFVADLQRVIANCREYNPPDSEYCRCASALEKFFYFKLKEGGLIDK
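Free CoA generated was detected with ThioGlo1 (50uM) fluorescence at Ex340nm/Em540nm, read immediately and after 20 min at room temperature. Enzyme, 20 nM in HEPES pH 7.5 buffer, saw compounds 15 min before adding 75uM H3(1-25) peptide and 70uM acetyl-CoA.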
Numbers without * were called inactive; ? = inconclusive; · = no result given; & = joins results of further samples; [ ] = another dose, or the depositor's remark. The call rests on the fitted dose curve; in most records, active means well fitted curve in the direction sought with a large enough effect; inconclusive means small, poorly fitted or top-dose-only effect, or another doubt; inactive means no such curve, though single readings can be large; an effect the other way counts as inactive or inconclusive. Unless noted, on the % scale 0 is the no-effect control and ±100 the full control effect; potency means the concentration at half of the fitted maximal effect. Not all compounds are listed (hit frequency here may not be typical).

1	CC(=O)OC1=CC[C@H]2[C@@H]3CC[C@H]4C[C@H](OC(C)=O)[C@@H](OC(C)=O)C[C@]4(C)[C@H]3CC[C@]12C
2	CN1CCN(c2nc3ccccc3c(=O)n2-c2ccccc2)CC1
3	CCCN(CC#CCO)CCC
4	COC(=O)C1=C(c2ccccc2OCc2ccccc2)C[C@@H]2CC[C@H]1N2C(=O)NCc1ccc(OC)cc1
5	O=c1[nH]c(=S)n(C2CC2)c(O)c1C=NCCN1CCOCC1
6	Cn1c(O)c(/C=N/N2CCOCC2)c(=O)[nH]c1=S
7	CNC(=O)c1cccn(Cc2cccc(C(F)(F)F)c2)c1=O
8	Oc1ccc2c3c1O[C@H]1c4oc5ccccc5c4C[C@]4(O)[C@H](C2)N(CC2CC2)CC[C@@]314

Screen / compound no.	1	2	3	4	5	6	7	8
FEN1 inh	48%[activator]	0%	-8%	-14%	9%	4%	1%	·
N370S GC	-14%	2%	5%	·	3%	-16%	2%	-13%
GCN5L2 inh	1%	-15%	-3%	-6%	0%	-3%	-1%	-11%

9	COc1ccc(C(C)=O)cc1CC(C(=O)c1ccccc1)N(C)C (configuration not stated)
10	O=C1NC(=S)NC(=O)C1=Cc1cccc2cc3ccccc3cc12
11	O=C(O)CCn1cc(C=C2C(=O)NC(=O)NC2=O)c(-c2ccc(Br)cc2)n1
12	CCN(CC)CCO
13	CN1C2C=C(N(C(=O)c3ccc(Cl)cc3)c3ccccc3)CC1CC2 (configuration not stated)
14	Cc1[nH]c2ccc(O)cc2c1CCN
15	CC1OC(OC2C(O)CC(OC3C(O)CC(OC4CCC5(C)C(CCC6C5CCC5(C)C(C7=CC(=O)OC7)CCC65O)C4)OC3C)OC2C)CC(O)C1O (configuration not stated)
16	Cc1c(C(=O)c2ccc3ccccc3c2)c2cccc3c2n1[C@H](CN1CCOCC1)CO3

Screen / compound no.	9	10	11	12	13	14	15	16
FEN1 inh	13%	?	12%	-5%	6%	-15%	·	·
N370S GC	-5%	12%	1%	-10%	-1%	-7%&-2%&-5%&-4%	-18%	18%
GCN5L2 inh	-4%	-7%	-13%	0%	-2%	-4%&-7%	-21%	-25%

17	COc1cccc(-n2c(/C=C/c3ccccc3O)nc3ccccc3c2=O)c1
18	O=c1[nH]c(=O)n(-c2ccc(Cl)cc2)c(O)c1C=Nc1ccc(S(=O)(=O)Nc2nccs2)cc1
19	CCOc1cc(OP(=S)(OC)OC)nc(CC)n1
20	Nc1c(C(=O)Nc2ccc(OC(F)(F)F)cc2)sc2nc3c(cc12)N1CCC3CC1
21	CCN1CCN(Cc2nnnn2C(C)(C)C)CC1
22	C[C@]12CCC3C(CC[C@H]4C[C@@H](O)[C@H](O)C[C@]34C)C1CC[C@@H]2O (some centres not stated)
23	COc1ncccc1C(=O)NCC(CC(=O)O)c1ccccc1 (configuration not stated)
24	O=C(Cn1nc(Cc2cccnc2)c2ccccc2c1=O)N1CCC2(CC1)OCCO2

Screen / compound no.	17	18	19	20	21	22	23	24
FEN1 inh	12%	5%	·	11%	-3%	-2%	-2%	-10%
N370S GC	·	9%	-8%	·	13%	·	6%	0%
GCN5L2 inh	-6%	-7%	-14%	-18%	-6%	-7%	0%	-20%

From entry 8 up to 21, as listed above:
8	Oc1ccc2c3c1O[C@H]1c4oc5ccccc5c4C[C@]4(O)[C@H](C2)N(CC2CC2)CC[C@@]314
9	COc1ccc(C(C)=O)cc1CC(C(=O)c1ccccc1)N(C)C (configuration not stated)
10	O=C1NC(=S)NC(=O)C1=Cc1cccc2cc3ccccc3cc12
11	O=C(O)CCn1cc(C=C2C(=O)NC(=O)NC2=O)c(-c2ccc(Br)cc2)n1
12	CCN(CC)CCO
13	CN1C2C=C(N(C(=O)c3ccc(Cl)cc3)c3ccccc3)CC1CC2 (configuration not stated)
14	Cc1[nH]c2ccc(O)cc2c1CCN
15	CC1OC(OC2C(O)CC(OC3C(O)CC(OC4CCC5(C)C(CCC6C5CCC5(C)C(C7=CC(=O)OC7)CCC65O)C4)OC3C)OC2C)CC(O)C1O (configuration not stated)
16	Cc1c(C(=O)c2ccc3ccccc3c2)c2cccc3c2n1[C@H](CN1CCOCC1)CO3
17	COc1cccc(-n2c(/C=C/c3ccccc3O)nc3ccccc3c2=O)c1

Screen / compound no.	8	9	10	11	12	13	14	15	16	17
FEN1 inh	·	13%	?	12%	-5%	6%	-15%	·	·	12%
N370S GC	-13%	-5%	12%	1%	-10%	-1%	-7%&-2%&-5%&-4%	-18%	18%	·
GCN5L2 inh	-11%	-4%	-7%	-13%	0%	-2%	-4%&-7%	-21%	-25%	-6%

18	O=c1[nH]c(=O)n(-c2ccc(Cl)cc2)c(O)c1C=Nc1ccc(S(=O)(=O)Nc2nccs2)cc1
19	CCOc1cc(OP(=S)(OC)OC)nc(CC)n1
20	Nc1c(C(=O)Nc2ccc(OC(F)(F)F)cc2)sc2nc3c(cc12)N1CCC3CC1
21	CCN1CCN(Cc2nnnn2C(C)(C)C)CC1

Screen / compound no.	18	19	20	21
FEN1 inh	5%	·	11%	-3%
N370S GC	9%	-8%	·	13%
GCN5L2 inh	-7%	-14%	-18%	-6%

Later entries:
25	COc1cc(-c2ccc(N)c(OC)c2)ccc1N
26	O=C(c1ccccc1)c1ccc(N=Nc2c(O)[nH]c(=O)[nH]c2=O)cc1
27	COc1ccc(CN2CCN(C(=O)COc3ccccc3)CC2)c(OC)c1
28	CC1CN=C(NCc2ccccc2)S1 (configuration not stated)
29	CCOC(=O)COc1ccc(/C=C2\C(=O)NC(=S)N(c3ccc(OC)cc3)C2=O)cc1OC
30	O=C(N[C@@H]1CN2CCC1CC2)c1cc(Cl)cc2[nH]cnc12
31	CN1CCN(c2ccc([N+](=O)[O-])c(N/N=C3\CN4CCC3CC4)c2)CC1
32	CC(=O)NC1CC2CCCC(C1)N2 (configuration not stated)

Screen / compound no.	25	26	27	28	29	30	31	32
FEN1 inh	15%	-25%	9%	-7%	-19%	·	4%	-10%
N370S GC	8%	-16%	·	29%	-5%	-3%	-16%	-5%
GCN5L2 inh	-9%	-8%	3%	2%	-5%	1%	-27%	-4%

33	Cc1ccc(Cc2c(C)nc3nc(SCC(=O)N4CCC5(CC4)OCCO5)nn3c2C)cc1
34	C[C@H]1CC[C@@H]2[C@@H](C)[C@H]3C(CC4C5CC=C6CC(O[C@@H]7O[C@H](CO)C(O[C@@H]8O[C@@H](C)[C@H](O)[C@@H](O)[C@H]8O)[C@H](O)[C@H]7O[C@@H]7O[C@@H](C)[C@H](O)[C@@H](O)[C@H]7O)CC[C@]6(C)C5CC[C@@]43C)N2C1 (some centres not stated)
35	C[C@]12CC[C@H]3[C@@H](C[C@H](F)C4=CC(=O)CC[C@@]43C)[C@@H]1CC[C@@H]2O
36	CCn1ccnc1CN1CCCC(C(=O)c2ccc(OC)cc2OC)C1 (configuration not stated)
37	Cc1cc(Cl)ccc1OCC(=O)N1CCN(C)CC1
38	CN1Cc2c(c(C#N)c(N)n(C)c2=S)CC1(C)C
39	CCC(=NCCN1CCCCC1)c1c(O)n(C)c(=O)n(C)c1=O
40	O=C(CNC(=O)c1cccc(Cl)c1)Nc1ccc(Br)cc1C(=O)c1ccccc1

Screen / compound no.	33	34	35	36	37	38	39	40
FEN1 inh	-6%	?	·	1%	10%	6%	5%	-11%
N370S GC	8%	-6%	?	12%	6%	-5%	-11%	2%
GCN5L2 inh	-3%	·	-10%	24%	4%	1%	-12%	-11%

41	O=P(C(Cl)Cl)(N1CCCCC1)N1CCCCC1
42	CN(Cc1ccccc1)C(=O)CN1CCCC1=O
43	O=C(C(Cc1ccccc1)NS(=O)(=O)c1ccc(F)cc1)N1CCC2(CC1)OCCO2 (configuration not stated)
44	CCC1(CCCC(=O)c2ccc(F)cc2)C(=O)NC(=S)NC1=O
45	CCc1nccc2c1[nH]c1ccccc12
46	CCN(CC)S(=O)(=O)c1ccc(N=Cc2c(O)n(-c3ccccc3)c(=O)[nH]c2=O)cc1
47	O=c1c2ccccc2ncn1-c1ccc([N+](=O)[O-])c(C(F)(F)F)c1
48	Nc1ccc(C(=O)N/N=C2/CN3CCC2CC3)cc1

Screen / compound no.	41	42	43	44	45	46	47	48
FEN1 inh	-12%	22%	8%	9%	-14%	-6%	4%	-13%
N370S GC	1%	-3%	-2%	12%	-5%	3%	4%	-2%
GCN5L2 inh	-7%	-1%	-1%[0.501 µM]	-7%	-11%	-5%	-8%	-6%[0.501 µM]

49	NC(=O)c1ccc(N=Cc2c(O)n(Cc3ccco3)c(=O)[nH]c2=O)cc1
50	O=C(N/N=C/c1c(O)n(Cc2ccco2)c(=O)[nH]c1=O)c1ccccc1O
51	CCN(CC)C(=O)c1ccc(NC(=O)C2=C(C)OCCS2)cc1
52	Cc1nc2cnc(N3CCNCC3)nc2n(C)c1=O
53	N#CC1=C(N)Oc2c(c(=O)oc3ccccc23)C1c1ccc(OC(=O)N2CCOCC2)cc1 (configuration not stated)
54	CC1(C)CN(S(=O)(=O)OCC(Cl)(Cl)Cl)C(=O)N1
55	COc1ccccc1OCC#CCN1CCCC(C)C1 (configuration not stated)
56	Cc1ccccc1-n1nc(C)c2c1NC(=O)CSC2c1ccc(N(C)C)cc1 (configuration not stated)

Screen / compound no.	49	50	51	52	53	54	55	56
FEN1 inh	40µM*	-18%	1%	·	12%	2%	17%	-4%
N370S GC	?	-9%	-3%	-6%	26%	-8%	7%	·
GCN5L2 inh	-7%	-15%	-2%	?	-22%	-9%	-2%	-4%

57	CCOC(=O)C1(CCCc2ccccc2)CCN(C2CCC2)CC1
58	CC(C)CC(N(C)C)C1(c2ccc(Cl)cc2)CCC1 (configuration not stated)
59	Cc1sc2c(c1C)C(c1ccc(C(C)(C)C)cc1)=NCC(=O)N2CC(=O)Nc1nccs1
60	CCCCn1c(O)c(C=NC2CCCCC2N)c(=O)[nH]c1=O (configuration not stated)
61	COc1ccc(CN2CCCC(C(=O)c3ccccc3SC)C2)cc1O (configuration not stated)
62	CCCCn1c(O)c(C(C)=NCCc2ccccc2)c(=O)[nH]c1=O
63	CC1(C)C(O)CC(=O)[C@]2(C)C1CC(=O)[C@]1(C)C2CC[C@@]2(C)C(c3ccoc3)OC(=O)C3O[C@@]321 (some centres not stated)
64	COc1cccc(NP(=O)(Oc2ccc(Cl)cc2)Oc2ccc(Cl)cc2)c1

Screen / compound no.	57	58	59	60	61	62	63	64
FEN1 inh	-6%	13%&-8%	-6%	5%	-5%	-6%	·	-21%
N370S GC	-4%	-18%&9%	14%	2%	-22%	?	-3%	22%
GCN5L2 inh	0%	0%&-2%&-7%	-28%	0%	-1%	-13%	-8%	-12%

65	CC(=O)NS(=O)(=O)c1ccc(NC(=O)c2cccn(Cc3ccc(Cl)cc3)c2=O)cc1
66	CC(C)(c1ccc(OC[C@@H]2CO2)cc1)c1ccc(OC[C@H]2CO2)cc1
67	COc1ccc(C(=O)OC2C[C@H]3CC[C@@H](C2)N3C)cc1OC (some centres not stated)
68	Cn1c(O)c(/C=N/N2CCCCC2)c(=O)[nH]c1=O
69	CCN(CC)CCCCN1c2ccccc2Oc2ccc(Cl)cc21
70	COc1ccccc1NC(=O)N(Cc1ccc2c(c1)OCO2)C1CCN(Cc2ccccc2)CC1
71	O=c1c2ccccc2nc(C[n+]2ccccc2)n1-c1cccc(C(F)(F)F)c1
72	COc1ccc(C(Nc2ccccc2)P(=O)(Oc2ccccc2)Oc2ccccc2)cc1 (configuration not stated)
73	O=c1[nH]c(=O)n(Cc2ccco2)c(O)c1C=NCc1ccco1
74	O=c1[nH]c(=O)n(CCc2ccccc2)c(O)c1C=NCc1ccc2c(c1)OCO2
75	C[C@]12CCC3=C4CCC(=O)C=C4CC[C@H]3C1CC[C@@H]2O (some centres not stated)

Screen / compound no.	65	66	67	68	69	70	71	72	73	74	75
FEN1 inh	0%	·	·	-1%	·	?	5%	14%	-22%	-2%	5%
N370S GC	·	6%	-3%[21.6 µM]	-3%	-14%	·	-4%	27%	5%	-2%	-4%
GCN5L2 inh	-8%	-16%	-13%[21.4 µM]	-1%	0%	-5%	-4%	41%	-5%	0%	1%
